EBV LMP1 NFkB: EBV LMP1-driven NF-kappaB luciferase reporter inhibitors, primary screen, cell-based, luminescence, single point | LMP1-induced NF-kappaB luciferase reporter cells | inhibition, % at 12.5 µM | hit rate 0.69% among 350,000; in the data active means inhibition above about 41%;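 further: 0% = neutral control wells and 100% = reference inhibitor control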
NR5A2 inv ag: LRH-1 (NR5A2) inverse agonists, primary screen, cell-based, luminescence, HEK293T, StAR-luciferase reporter | Nuclear receptor subfamily 5 group A member 2 (Homo sapiens), O00482 | LRH-1 transfected, 24 h | inhibition, % at 3.6 µM | hit rate 0.13% among 360,000 | AID 602396, 2012;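 active means inhibition above the mean inhibition of all tested compounds plus 3 SD, cut at about 73% in these data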;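 further: 0% = DMSO wells and 100% = reporter-only cells lacking LRH-1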
Target sequence (O00482 whole entry, looked up): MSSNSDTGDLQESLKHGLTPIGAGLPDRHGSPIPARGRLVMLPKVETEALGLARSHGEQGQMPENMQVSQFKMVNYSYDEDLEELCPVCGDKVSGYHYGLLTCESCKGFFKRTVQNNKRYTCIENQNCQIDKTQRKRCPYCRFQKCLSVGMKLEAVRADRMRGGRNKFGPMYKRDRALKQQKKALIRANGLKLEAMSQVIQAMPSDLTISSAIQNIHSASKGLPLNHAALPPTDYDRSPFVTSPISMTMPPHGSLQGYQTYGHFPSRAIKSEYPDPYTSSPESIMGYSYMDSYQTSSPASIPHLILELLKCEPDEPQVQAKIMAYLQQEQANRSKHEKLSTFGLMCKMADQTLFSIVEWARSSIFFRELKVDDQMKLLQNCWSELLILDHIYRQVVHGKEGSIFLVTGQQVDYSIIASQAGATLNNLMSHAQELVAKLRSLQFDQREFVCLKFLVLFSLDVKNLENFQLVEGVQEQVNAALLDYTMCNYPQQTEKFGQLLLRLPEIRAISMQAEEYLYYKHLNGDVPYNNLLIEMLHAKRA
NCOA1 inh: SRC1 coactivator transcriptional activity inhibitors, primary screen, cell-based, luminescence; hit rate 0.12% among 360,000; AID 588354, 2011; HEK293 GAL4-SRC1 luciferase reporter; Nuclear receptor coactivator 1 (Homo sapiens), Q15788; inhibition, % at 3.6 µM;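 active means inhibition above the campaign mean plus 3 SD, with each screening campaign given its own cutoff, cut at about 60% in these data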;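 further: 0% = DMSO treated cells and 100% = gossypol at 36 µM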
SRC2 inh: inhibition of GAL4-SRC2 driven luciferase reporter, primary screen, SRC2 inhibitor project, cell-based, luminescence; HEK293 GAL4-SRC2 luciferase reporter; inhibition, % at 9 µM; hit rate 0.17% among 370,000;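 active means inhibition above the mean inhibition of all tested compounds plus 3 SD, set per campaign, cut at about 52% in these data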;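 further: 0% = DMSO treated cells and 100% = cells given Gossypol at 36 µM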
TROY NFkB inh: inhibitors of TROY-driven NF-kB signaling, primary screen, Q293 LMP1-TROYcd cells, NF-kB luciferase, uHTS; Q293 LMP1-TROYcd NF-kB luciferase reporter, 4 h; inhibition, % at 10 µM; hit rate 0.98% among 360,000; AID 1347056, 2019;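 active means compounds whose plate-normalised and pattern-corrected inhibition of the luciferase reporter signal at the single screening dose is 50% or more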
C8 TRAIL sens: viability loss with TRAIL in NB7+C8 cells, primary screen, TRAIL sensitizer project, cell-based, ATPlite luminescence | inhibition (viability loss, TRAIL sensitization), % at 10 µM | hit rate 1% among 360,000 | AID 624354, 2012;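 active means compounds causing at least 50% loss of cell viability in the single-dose screen, relative to plate controls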
CF NFkB block: inhibitors of PAF-induced NF-kB signaling, primary screen, cell-based, GFP fluorescence, uHTS. KKLEB NF-kB-GFP reporter, GFP fluorescence overnight. inhibition, % at 5 µM. hit rate 0.86% among 360,000. AID 588850, 2011;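 active means at least 50% inhibition at 5 µM, scaled per plate between neutral and stimulator controls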;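 further: PAF is a Pseudomonas aeruginosa culture filtrate used as stimulus; plate controls were PAF-stimulated DMSO wells for no effect and unstimulated DMSO wells for full effect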
TWEAK-Fn14 inh: inhibitors of TWEAK-Fn14 signaling, primary screen, luciferase reporter cells, uHTS; hit rate 2% among 360,000; TWEAK-stimulated Fn14 reporter cells, luciferase luminescence, 8 h; inhibition, % at 10 µM; in the data active means inhibition above about 50%
KKLEB tox: cytotoxicity in KKLEB CF airway cells, primary screen, cytotoxicity control for CF NF-kB inhibitor project, cell-based, uHTS, fluorescence assay plates. KKLEB CF airway cells viability, ATPlite luminescence, overnight; active compounds read low; cells stimulated with P. aeruginosa culture filtrate. activity change (cytotoxicity), % at 5 µM. hit rate 0.36% among 360,000;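 active means corrected activity change at or below -50% at 5 µM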
NCOA3 inh: SRC3 coactivator transcriptional activity inhibitors, primary screen, cell-based, luminescence; inhibition, % at 3.6 µM; Nuclear receptor coactivator 3 (Homo sapiens), Q9Y6Q9; HEK293 GAL4-SRC3 luciferase reporter; hit rate 0.17% among 360,000;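 active means inhibition above a per-campaign cutoff, the mean of all compounds plus 3 SD, cut at about 60% in these data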;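 further: 0% = DMSO-treated cells and 100% = gossypol-treated cells at 36 µM; higher means less SRC3-driven luciferase light from the GAL4 reporter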
COUP-TFII inh: NR2F2 transcriptional activity inhibitors, primary screen, cell-based, luciferase reporter, HEK293T, luminescence. COUP transcription factor 2 (Homo sapiens), P24468. HEK293T NGFI-A luciferase reporter. inhibition, % at 8.6 µM. hit rate 0.7% among 370,000;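 active means inhibition above a per-plate cutoff, mean inhibition of test wells between control levels plus 3 SD, cut at about 38% in these data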;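 further: cells cotransfected with COUP-TFII expression vector driving the NGFI-A reporter; 0% = median of COUP-TF2 test wells and 100% = reporter-only cells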
Target sequence (P24468 whole entry, looked up): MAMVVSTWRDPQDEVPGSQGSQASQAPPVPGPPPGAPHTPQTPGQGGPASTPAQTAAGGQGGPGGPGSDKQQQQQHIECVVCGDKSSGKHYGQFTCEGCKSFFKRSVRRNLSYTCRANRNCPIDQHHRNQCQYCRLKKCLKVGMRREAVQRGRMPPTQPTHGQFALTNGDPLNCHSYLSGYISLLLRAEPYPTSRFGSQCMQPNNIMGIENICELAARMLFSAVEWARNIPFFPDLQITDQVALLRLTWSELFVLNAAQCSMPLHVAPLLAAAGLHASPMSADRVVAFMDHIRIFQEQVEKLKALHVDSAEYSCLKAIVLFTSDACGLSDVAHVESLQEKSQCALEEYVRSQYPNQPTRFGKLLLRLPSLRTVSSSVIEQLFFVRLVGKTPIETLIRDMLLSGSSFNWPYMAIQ
Numbers without * were called inactive.

Screening CCN/C=C(\C#N)S(=O)(=O)c1ccc(Br)cc1 returned EBV LMP1 NFkB -5, NR5A2 inv ag 0, NCOA1 inh 8, SRC2 inh 5, TROY NFkB inh -1, C8 TRAIL sens 3, CF NFkB block 18, TWEAK-Fn14 inh 22, KKLEB tox -10, NCOA3 inh 12 and COUP-TFII inh 3.
Screening Cc1ccc(NC(=O)c2c(C)noc2C)cc1 returned EBV LMP1 NFkB -5, NR5A2 inv ag 12, NCOA1 inh -11, SRC2 inh 10, TROY NFkB inh 29, C8 TRAIL sens -6, CF NFkB block -2, TWEAK-Fn14 inh 11, KKLEB tox -2, NCOA3 inh 3 and COUP-TFII inh -11.
O=C1CC/C=C\C[C@@H](CC(=O)N(CCO)Cc2ccccc2)C(=O)N2CCC[C@H]2CO1 was read as EBV LMP1 NFkB -4, NR5A2 inv ag -4, NCOA1 inh 2, SRC2 inh 24, TROY NFkB inh -4, C8 TRAIL sens -15, CF NFkB block 14, TWEAK-Fn14 inh -8, KKLEB tox 4, NCOA3 inh 7 and COUP-TFII inh -3.
For Cc1cc(NC(=O)c2cc(-c3ccc(O)cc3)on2)no1 the results were EBV LMP1 NFkB -1, NR5A2 inv ag -61, NCOA1 inh -67, SRC2 inh -49, TROY NFkB inh -85, C8 TRAIL sens -9, CF NFkB block -5, TWEAK-Fn14 inh -44, KKLEB tox 4, NCOA3 inh -49 and COUP-TFII inh -4.
`Oc1ccccc1-c1nc(N2CCCC2)c2ccccc2n1` gave EBV LMP1 NFkB 9, NR5A2 inv ag 9, NCOA1 inh 2, SRC2 inh 11, TROY NFkB inh 3, C8 TRAIL sens -28, CF NFkB block -13, TWEAK-Fn14 inh 13, KKLEB tox -4, NCOA3 inh 8 and COUP-TFII inh 19.
`CCOC(=O)c1ccc(NC(=O)c2cc(S(=O)(=O)N3CCOCC3)cn2C)cc1` gave EBV LMP1 NFkB -6, NR5A2 inv ag -12, NCOA1 inh -3, SRC2 inh 4, TROY NFkB inh 6, C8 TRAIL sens -6, CF NFkB block -24, TWEAK-Fn14 inh 9, KKLEB tox 14, NCOA3 inh -1 and COUP-TFII inh 1.
Nc1ccc(S(=O)(=O)Nc2ccc(C(=O)c3ccccc3)cc2)cc1 was read as EBV LMP1 NFkB 5, NR5A2 inv ag 7, NCOA1 inh -5, SRC2 inh 11, TROY NFkB inh 16, C8 TRAIL sens 3, CF NFkB block 6, TWEAK-Fn14 inh 0, KKLEB tox 3, NCOA3 inh -1 and COUP-TFII inh 10.
NC(=O)CC(NC(=O)Cc1ccc(Br)cc1)c1ccc(NCc2ccc(F)cc2)c([N+](=O)[O-])c1 (configuration not stated) was read as EBV LMP1 NFkB -3, NR5A2 inv ag 13, NCOA1 inh -6, SRC2 inh 10, TROY NFkB inh 19, C8 TRAIL sens 12, CF NFkB block 3, TWEAK-Fn14 inh -12, KKLEB tox -34, NCOA3 inh 10 and COUP-TFII inh 16.
CCOC(=O)N1CCC(N(CCCOC)C(=O)Nc2ccc(CC)cc2)CC1 was read as EBV LMP1 NFkB -1, NR5A2 inv ag -24, NCOA1 inh -42, SRC2 inh -9, TROY NFkB inh -17, C8 TRAIL sens 0, CF NFkB block -4, TWEAK-Fn14 inh 5, KKLEB tox -1, NCOA3 inh 6 and COUP-TFII inh -11.
For CCCC(=O)c1ccc(N2CCCCC2)c(F)c1 the results were EBV LMP1 NFkB -17, NR5A2 inv ag -22, NCOA1 inh -24, SRC2 inh -15, TROY NFkB inh -52, C8 TRAIL sens -6, CF NFkB block -3, TWEAK-Fn14 inh -31, KKLEB tox -1, NCOA3 inh -12 and COUP-TFII inh 11.
`COc1cccc(-n2c(Cc3cc(=O)[nH]c(=O)[nH]3)nnc2SCC(=O)NC2CCCCC2)c1` gave EBV LMP1 NFkB -13, NR5A2 inv ag 22, NCOA1 inh -5, SRC2 inh 0, TROY NFkB inh -8, C8 TRAIL sens 2, CF NFkB block 2, TWEAK-Fn14 inh -5, KKLEB tox 2, NCOA3 inh -4 and COUP-TFII inh -11.
For CCc1ccc(OCc2ccc(C(=O)OC)o2)cc1 the results were EBV LMP1 NFkB -37, NR5A2 inv ag -123, NCOA1 inh -104, SRC2 inh -59, TROY NFkB inh -66, C8 TRAIL sens 6, CF NFkB block -15, TWEAK-Fn14 inh -21, KKLEB tox 4, NCOA3 inh -119 and COUP-TFII inh -16.
For Oc1ccccc1-c1nc2ccccc2nc1-c1ccccc1 the results were EBV LMP1 NFkB 1, NR5A2 inv ag -3, NCOA1 inh -3, SRC2 inh 14, TROY NFkB inh -11, C8 TRAIL sens 1, CF NFkB block -4, TWEAK-Fn14 inh -6, KKLEB tox 1, NCOA3 inh -8 and COUP-TFII inh 2.
CN(C)CCCN(C(=O)CCc1ccccc1)c1nc2c(F)cccc2s1 was read as EBV LMP1 NFkB 10, NR5A2 inv ag 5, NCOA1 inh 0, SRC2 inh 11, TROY NFkB inh 0, C8 TRAIL sens 2, CF NFkB block 27, TWEAK-Fn14 inh -24, KKLEB tox -22, NCOA3 inh 23 and COUP-TFII inh -18.
Screening Cc1cc(NC(=O)COC(=O)C2CC(=O)N(c3ccccc3Cl)C2)no1 (configuration not stated) returned EBV LMP1 NFkB -1, NR5A2 inv ag -5, NCOA1 inh -2, SRC2 inh 9, TROY NFkB inh 0, C8 TRAIL sens -6, CF NFkB block -13, TWEAK-Fn14 inh 28, KKLEB tox 4, NCOA3 inh -19 and COUP-TFII inh 6.
`COc1cccc(C(=O)Nc2cc(NC(=O)c3cccs3)ccc2C)c1OC` gave EBV LMP1 NFkB 16, NR5A2 inv ag -7, NCOA1 inh 4, SRC2 inh -27, TROY NFkB inh -17, C8 TRAIL sens 0, CF NFkB block 23, TWEAK-Fn14 inh -13, KKLEB tox 5, NCOA3 inh -5 and COUP-TFII inh 17.
Nn1cc(-c2ccccc2)nc1SCC(=O)Nc1ccc(S(N)(=O)=O)cc1 was read as EBV LMP1 NFkB -10, NR5A2 inv ag -2, NCOA1 inh -7, SRC2 inh -24, TROY NFkB inh 7, C8 TRAIL sens 4, CF NFkB block 9, TWEAK-Fn14 inh 0, KKLEB tox 3, NCOA3 inh 6 and COUP-TFII inh -10.
COc1cccc(N2CCN(C(=S)Nc3cccc(C)c3)CC2)c1 was read as EBV LMP1 NFkB 9, NR5A2 inv ag 7, NCOA1 inh 2, SRC2 inh -16, TROY NFkB inh -3, C8 TRAIL sens -6, CF NFkB block 14, TWEAK-Fn14 inh 3, KKLEB tox -2, NCOA3 inh -6 and COUP-TFII inh 3.
For O=c1nc2c(O)cccn2c2c1c(=O)[nH]c1ccccc12 the results were EBV LMP1 NFkB -76, NR5A2 inv ag 8, NCOA1 inh 1, SRC2 inh -8, TROY NFkB inh -6, C8 TRAIL sens -10, CF NFkB block -124, TWEAK-Fn14 inh 4, KKLEB tox 19, NCOA3 inh 1 and COUP-TFII inh 18.
For CN(C)S(=O)(=O)N1CCC(Oc2cccc(C(=O)NC3CCCCC3)c2)CC1 the results were EBV LMP1 NFkB 16, NR5A2 inv ag 18, NCOA1 inh 34, SRC2 inh 36, TROY NFkB inh 8, C8 TRAIL sens 28, CF NFkB block 1, TWEAK-Fn14 inh 23, KKLEB tox -11, NCOA3 inh 15 and COUP-TFII inh 57*.
`COc1ccc(C)cc1NC(=O)CN(Cc1nnc(-c2ccc(Cl)cc2)o1)C1CCCC1` gave EBV LMP1 NFkB 4, NR5A2 inv ag -13, NCOA1 inh -14, SRC2 inh -33, TROY NFkB inh -58, C8 TRAIL sens 85*, CF NFkB block 9, TWEAK-Fn14 inh -7, KKLEB tox 2, NCOA3 inh -38 and COUP-TFII inh 11.
N#C/C(=C(/O)CN1CCCC1)c1nc(-c2ccccc2)cs1 was read as EBV LMP1 NFkB -11, NR5A2 inv ag -81, NCOA1 inh -78, SRC2 inh -43, TROY NFkB inh -11, C8 TRAIL sens -4, CF NFkB block -5, TWEAK-Fn14 inh -5, KKLEB tox -5, NCOA3 inh -52 and COUP-TFII inh -54.
Screening O=c1nc2ccccc2c(NS(=O)(=O)c2ccc(Cl)cc2)n1-c1ccccc1 returned EBV LMP1 NFkB -12, NR5A2 inv ag 20, NCOA1 inh -16, SRC2 inh -26, TROY NFkB inh -77, C8 TRAIL sens -7, CF NFkB block 4, TWEAK-Fn14 inh -4, KKLEB tox 4, NCOA3 inh 1 and COUP-TFII inh 13.
COc1ccccc1NC(=O)c1cc2ccccc2nc1C was read as EBV LMP1 NFkB -3, NR5A2 inv ag 3, NCOA1 inh -3, SRC2 inh 9, TROY NFkB inh -7, C8 TRAIL sens 0, CF NFkB block 7, TWEAK-Fn14 inh -9, KKLEB tox 6, NCOA3 inh 16 and COUP-TFII inh 12.
`S=c1[nH]nc(-c2ccco2)n1/N=C/c1ccc(Cl)cc1` gave EBV LMP1 NFkB 2, NR5A2 inv ag 19, NCOA1 inh -10, SRC2 inh -13, TROY NFkB inh -3, C8 TRAIL sens -7, CF NFkB block 8, TWEAK-Fn14 inh 8, KKLEB tox -7, NCOA3 inh 7 and COUP-TFII inh -3.
For CCOc1ccccc1N(CC(=O)N/N=C/c1cc(Br)ccc1OC)S(C)(=O)=O the results were EBV LMP1 NFkB 6, NR5A2 inv ag 9, NCOA1 inh -21, SRC2 inh -2, TROY NFkB inh 13, C8 TRAIL sens 2, CF NFkB block 40, TWEAK-Fn14 inh 23, KKLEB tox -28, NCOA3 inh 18 and COUP-TFII inh 4.
`CC(C)(C)c1ccc(COn2c(=O)c(-c3ccco3)[n+]([O-])c3ccccc32)cc1` gave EBV LMP1 NFkB -2, NR5A2 inv ag -39, NCOA1 inh -14, SRC2 inh -15, TROY NFkB inh -5, C8 TRAIL sens 5, CF NFkB block 8, TWEAK-Fn14 inh 47, KKLEB tox -8, NCOA3 inh 10 and COUP-TFII inh 14.
`CC(=O)N1c2ccc(S(=O)(=O)CCC(=O)O)cc2CC1C` (configuration not stated) gave EBV LMP1 NFkB -8, NR5A2 inv ag 12, NCOA1 inh 0, SRC2 inh -26, TROY NFkB inh -39, C8 TRAIL sens 4, CF NFkB block 6, TWEAK-Fn14 inh 7, KKLEB tox -2, NCOA3 inh -7 and COUP-TFII inh 13.
Screening CC(=O)c1ccc(NC(=O)CSc2nc(=O)n3cccc(C)c3n2)cc1 returned EBV LMP1 NFkB -3, NR5A2 inv ag 9, NCOA1 inh -17, SRC2 inh -9, TROY NFkB inh 4, C8 TRAIL sens -7, CF NFkB block -44, TWEAK-Fn14 inh 4, KKLEB tox 14, NCOA3 inh 7 and COUP-TFII inh 12.

Assay outcomes from PubChem.
